H1N1 NS1A inhibition: H1N1 influenza NS1A inhibitors, functional cell based assay (AID 504329); NS1A functional cell-based assay, percent inhibition; higher % means a stronger effect; one-dose inhibition, % at 12.5 µM; IC50 in µM for titrated hits; hit rate 0.3% among 340,000; in the data active = a potency from the dose series; inconclusive = inhibition above about 27% without an active follow-up result; note: strong numbers were not always called active
inhibitors of VEEV: inhibitors of VEEV TC-83 cytopathic effect, confirmation, Vero cells (AID 588727); Vero cells, VEEV TC-83 cytopathic effect inhibition; higher % means a stronger effect; one-dose inhibition, % at 20 µM; IC50 in µM for titrated hits; hit rate 0.13% among 350,000; in the data active = a potency from the dose series; inconclusive = inhibition mostly from about 14% at the one dose, without a potency; inactive = the rest, 99 in 100 with inhibition below about 12%; note: strong numbers were not always called active
M. tuberculosis HTS: M. tuberculosis growth inhibition, HTS (AID 449762) | inhibition, % at 25 µM, or IC50 in µM where a hit was titrated | hit rate 0.59% among 330,000 | M. tuberculosis H37Rv growth inhibition, 7H9 media; higher % means a stronger effect; in the data active = a potency from the dose series; inconclusive = inhibition above about 70% without an active follow-up result;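 note: bacterial growth assessed after seven days of incubation; strong numbers were not always called active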
PhoP GFP inhibition: PhoP regulon inhibitors, Salmonella typhi PhoP promoter GFP reporter, confirmatory (AID 1850). Salmonella Typhi PhoP-promoter GFP reporter, fluorescence, 4 h; higher % means a stronger effect. inhibition, % at 50 µM, or IC50 in µM where a hit was titrated. hit rate 0.33% among 310,000; in the data active = a potency from the dose series; inconclusive = inhibition mostly from about 25% at the one dose, without a potency; inactive = the rest, 99 in 100 with inhibition below about 19%;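 note: 0% = induced wells with vehicle and 100% = uninduced wells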
tuberculosis growth: growth inhibition of non-replicating M. tuberculosis (AID 488890) | Mycobacterium tuberculosis non-replicating, growth inhibition; higher % means a stronger effect | one-dose inhibition, % at 25 µM; IC50 in µM for titrated hits | hit rate 0.39% among 320,000; in the data active = a potency from the dose series; inconclusive = inhibition mostly from about 82% at the one dose, without a potency; inactive = the rest, 99 in 100 with inhibition below about 76%;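 note: plate controls were DMSO cells for no effect and high antibiotic wells for full effect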
inhibitors of VEEV 10K pilot screen: second read-out of inhibitors of VEEV, no call of its own (marks repeat the call); inhibition, %; measured here: 10K pilot screen inhibition
Numbers without * were called inactive; i = inactive; u = inconclusive; x = no result given.

SMILES | H1N1 NS1A inhibition | inhibitors of VEEV | M. tuberculosis HTS | PhoP GFP inhibition | tuberculosis growth | others
O=C(Nc1cc(S(=O)(=O)Nc2ccccc2Cl)ccc1O)c1cc2c(s1)CCCC2 | -32% | 1.4% | -1% | 10% | -6%
Cc1nc2ccc(NC(=O)COc3ccccc3)cc2s1 | 5% | 0.2% | x | x | x
CCOC(=O)c1cnc2c(C)c(C)ccc2c1Nc1ccc(S(=O)(=O)Nc2ncccn2)cc1 | -1% | 3.0% | -15% | -11% | 33%
COc1cc(NC(=O)CCNC(=O)Cn2ccc3ccccc3c2=O)cc(OC)c1OC | -2% | 1.3% | -1% | 11% | 4%
CC(=O)O[C@H]1c2ccccc2-c2ccccc2[C@@H]1OC(C)=O | -10% | i | 1% | -5% | -6%
Cc1cc(=O)[nH]c(SCC(=O)Nc2ccc(F)cc2)c1C#N | x | 0.4% | 2% | 4% | 22%
COc1cc(C=O)ccc1OCC(=O)NC(C)(C)C | -5% | 0.4% | 2% | -2% | 11%
CSc1cccc(CN2CCC(Oc3ccc(C(=O)N4CCCCC4)cc3)CC2)c1 | 4% | 0.7% | 9% | 3% | 64%
CCCCc1nc(SCC(=O)Nc2cc(C)on2)n[nH]1 | -1% | i | 1% | 4% | 1%
Cc1sc(/N=C/c2c(O)ccc3ccccc23)c(C#N)c1C | x | x | -13% | 4% | -6%
Cc1ccc(C)c(OCC(=O)N(C)CC(=O)Nc2ccc(Cl)c(C(F)(F)F)c2)c1 | -4% | 0.8% | -12% | x | 18%
O=C(CN1CCc2ccccc21)NCc1ccccc1Cl | -4% | 0.7% | 3% | 2% | -2%
O=C(c1ccccc1)c1ccc2nc(N3CCCCC3)c3nncn3c2c1 | 12% | 5.4% | 2% | x | 36%
COc1ccc2nc(Nc3ccccc3)sc2c1 | 2% | 2.1% | -1% | 24% | 9%
Cc1ncc([N+](=O)[O-])n1CCOC(=O)c1cc(Cl)cc(Cl)c1N | 7% | 5.0% | 6% | -19% | 14%
CCN(C(=O)CN1C(=O)S/C(=C\c2cccc(OC)c2)C1=O)C1CCS(=O)(=O)C1 (centres undefined) | 4% | 1.6% | -10% | -17% | -6%
CN1C(=O)N(C)C(=O)C(CCc2ccncc2)(CCc2ccncc2)C1=O | 8% | 3.6% | 0% | 9% | -12%
O=C(NCCCN1CCOCC1)C1CC(=O)N(C2CCCCC2)C1 (centres undefined) | 4% | 0.4% | 1% | 4% | 4%
CC(C)C1NC(C(=O)O)Cc2c1[nH]c1ccccc21 (centres undefined) | 3% | 0.5% | 6% | -4% | 27%
COc1cccc(/C=C2/SC(=S)N(CCCC(=O)Nc3ccc(O)cc3)C2=O)c1 | -4% | 8.8% | u | -6% | 62%
CCN1C(=O)N[C@@H](c2cccc(F)c2)C(C(=O)OC)=C1C | -8% | 0.2% | -5% | 9% | 5% | inhibitors of VEEV 10K pilot screen=1.2
CCCn1c(=O)c(C(=O)N/N=C/c2ccc(F)cc2)c(O)c2ccccc21 | 8% | 7.1% | u | -4% | -1%
CC(C)[C@@H](CO)NC(=O)c1ccc2c3n(nc2c1)-c1ccc(Cl)cc1CO3 | 16% | 0.6% | 3% | 10% | 0%
CC(C)c1ccc(Nc2ncccc2C(=O)O)cc1 | -9% | 7.5% | 4% | 2% | 23%
CC(C)(C)C1CCC(C(=O)NCCc2ccc(S(N)(=O)=O)cc2)CC1 (centres undefined) | -1% | 3.1% | 7% | 2% | 14%
CCOC(=O)c1c(C)c(C(=O)Nc2ccc3c(c2)OCCO3)c(C)n1CC | -3% | 1.4% | -7% | -3% | 19%
O=C(NCc1n[nH]c(=S)n1Cc1ccccc1)c1ccccc1 | -2% | 1.1% | -9% | -9% | 0%
CC1CCN(CCCn2c(SCC(=O)NC3CCCC3)nc3ccccc3c2=O)CC1 | -1% | i | 2% | 7% | 39%
CCCOc1ccc(C(=O)CCC(=O)OCC(=O)Nc2cccc(S(N)(=O)=O)c2)cc1 | -3% | 1.5% | x | x | x
Cc1ccccc1NC(=S)NCC(c1cccnc1)N(C)C (centres undefined) | -5% | 1.5% | -5% | 4% | -15%
CCN1C(=O)c2ccccc2Sc2ccc(C(=O)O)cc21 | -10% | i | 0% | -6% | 13%
CC(C)(C)c1nc(C(C)(C)C)c(Br)c(=O)[nH]1 | -5% | 4.3% | 13% | -1% | 39%
Cc1cc(C)c(C#N)c(SCS(=O)Cc2ccc(Cl)cc2)n1 (centres undefined) | -11% | 0.4% | 9% | -10% | 22%
O=C(OCC(=O)N1CCCC1)c1cncc(Br)c1 | 10% | 0.5% | 0% | -21% | 8%
O=C(CSc1nnc(-c2ccccc2)o1)N1CCCC1 | 6% | 0.4% | -7% | -2% | u
CCOc1ccc(/C=C2\SC(=S)N(NC(=O)c3ccncc3)C2=O)cc1OC | x | i | 1% | -4% | 7%
COc1ccc(C(=O)Nc2ccc3oc(-c4cccnc4)nc3c2)cc1OC | -7% | u | 0% | 6% | 2%
O=S(=O)(CCOc1ccccc1)N1CCOCC1 | -1% | i | -18% | -2% | 10%
CCC(C(=O)NCC1CCCO1)N(Cc1ccc(F)cc1)C(=O)CNS(=O)(=O)c1ccccc1 (centres undefined) | 8% | i | -2% | 14% | 12%
Cc1ccccc1N1CCN(C(=O)c2ccccc2NC(=O)c2ccccc2C(=O)O)CC1 | 2% | i | 0% | -7% | 3%

Compounds shown so far containing bromine:
SMILES | H1N1 NS1A inhibition | inhibitors of VEEV | M. tuberculosis HTS | PhoP GFP inhibition | tuberculosis growth | others
CC(C)(C)c1nc(C(C)(C)C)c(Br)c(=O)[nH]1 | -5% | 4.3% | 13% | -1% | 39%
O=C(OCC(=O)N1CCCC1)c1cncc(Br)c1 | 10% | 0.5% | 0% | -21% | 8%

Other structures.
SMILES | H1N1 NS1A inhibition | inhibitors of VEEV | M. tuberculosis HTS | PhoP GFP inhibition | tuberculosis growth | others
COc1cccc(OC)c1C(=O)Nc1cccc(C(=O)Nc2cccc(C(=O)O)c2)c1 | -8% | i | 4% | -1% | -9%
S=c1[nH]nc(COc2ccccc2)n1/N=C/c1cccc(Br)c1 | -5% | 1.8% | 3% | -3% | -12%
COc1ccccc1CNC(=O)COC(=O)c1nccnc1N | -7% | 2.4% | 2% | 13% | 11%
COc1ccc(S(=O)(=O)N2CCN(c3ccc4nnc(-c5ccccc5)n4n3)CC2)cc1 | 5% | 4.3% | 5% | -8% | x
COc1ccc(OC)c(/C=C2\SC(=S)N(NS(=O)(=O)c3ccccc3)C2=O)c1 | -1% | 0.9% | -12% | -33% | -2%
O=C(NC(=S)Nc1ccc(NC(=O)c2cccs2)cc1)c1cc2ccccc2o1 | -11% | 1.1% | 8% | -7% | 47%
COC(=O)C1=C(C(=O)OC)[C@@H]2N(C)c3ccc(OC)cc3[C@@]23C[C@@H](C(=O)OC)N(C(=O)NCCBr)C3=N1 | x | x | -6% | 8% | 37%
Cc1cc(C)n2nc(SCC(=O)N(C(C)C)C(C)C)nc2n1 | 6% | 2.0% | 49% | -3% | -4%
O=C(NC1CCCCC1)C(c1ccco1)N(C(=O)c1csnn1)c1ccc(Cl)cc1 (centres undefined) | 9% | 0.5% | -1% | -5% | 14%
COc1ccc(S(N)(=O)=O)cc1C(=O)OCCCC(=O)c1ccccc1 | -2% | 5.3% | -4% | x | -11%
O=C(CSc1ccc2c(c1)OCCO2)NC(=O)NC1CCCC1 | 2% | 4.7% | 1% | -1% | 9%
CC(C)Cn1c(O)c2ccc(C(=O)N=NC(=O)c3cccnc3)cc2c1O | 11% | 0.5% | -4% | -4% | -30%
O=C(/C=C/c1cccc([N+](=O)[O-])c1)NCc1ccc2c(c1)OCO2 | 1% | 3.0% | -11% | 2% | -11%
CC1CCN(c2nnc(-c3ccccc3)c3ccccc23)CC1 | 9% | 1.4% | u | -1% | 62%
O=C(CN1CCN(S(=O)(=O)c2ccc(F)cc2)CC1)Nc1cc(C(F)(F)F)ccc1Cl | 5% | 1.4% | 4% | -1% | -10%
COCCNC(=O)c1c(NC(=O)c2nc(SC)ncc2Cl)sc2c1CCCC2 | -5% | i | -3% | -15% | 4%
COc1ccccc1N1CCN(CC(=O)Nc2ccc(CN3CCCCC3)cc2)CC1 | -6% | 0.2% | -11% | -8% | -20%
Cc1ccc(NC(=O)C(C)OC(=O)c2ccc(NS(=O)(=O)c3ccc(F)c(F)c3)cc2)cc1 (centres undefined) | -4% | 3.3% | 0% | -2% | -16%
CC(=O)NC(=S)Nc1ccccc1C(=O)Nc1ccccc1 | 2% | 2.5% | -3% | -5% | -22%
C=CCn1c(O)c(C(C)=NCCC(c2ccccc2)c2ccccc2)c(=O)[nH]c1=O | -4% | 1.0% | -2% | -8% | -5%
CCC(C)NC(=O)c1ccccc1NC(=O)CN1C(=O)c2ccccc2S1(=O)=O (centres undefined) | 0% | 1.9% | 4% | -5% | 8%
O=C(COc1ccccc1Cl)N1CCN(c2ccc(F)cc2)CC1 | -3% | i | -2% | 6% | 12%
Cc1occc1-c1nnc(SCC(=O)N2CCOCC2)n1CC(C)C | 3% | 1.6% | -1% | -9% | -23%
CCOc1ccccc1NC(=O)c1nnn(CC(=O)Nc2ccc3c(c2)OCO3)c1N | 2% | 4.0% | -2% | 14% | -13%
Cn1cnnc1Sc1cc(N2CCN(S(=O)(=O)c3ccc4ccccc4c3)CC2)ccc1[N+](=O)[O-] | 0% | 1.3% | -8% | -9% | 16%
CCCCCCCCCCOC(=O)Cn1c(COc2ccccc2OC)[n+](C)c2ccccc21 | -1% | 7.3% | 55% | 10µM* | 8%
CC(C)C[C@@H](CSc1ccc(Br)cc1)N1CCN(CCc2ccccc2)CCC1=O | -13% | i | 4% | 0% | 22%
CCOc1ccc(N(CC(=O)NCCSCc2ccccc2Cl)S(C)(=O)=O)cc1 | -9% | i | -1% | 3% | -3%
COc1ccc(C(=O)N2CCN(Cc3ccc4c(c3)OCO4)CC2)cc1OC | -4% | i | 15% | -5% | -9%
O=C(NC1CCCCC1)c1cc(F)cc2c1OCOC2 | 9% | 0.5% | 4% | 8% | 26%
CCOc1ccc(/C(O)=C2/C(=O)C(=O)N(c3ccccn3)C2c2ccc(F)cc2)c(C)c1 (centres undefined) | -3% | i | -1% | 0% | 57%
O=C(O)CSC(C(=O)Nc1ccc(C(F)(F)F)cc1)c1ccccc1 (centres undefined) | 11% | 0.5% | -3% | -2% | 10%
Cc1occc1C(=O)NC(C)C12CC3CC(CC(C3)C1)C2 (centres undefined) | -2% | 3.1% | 2% | 2% | 46%
CN(C)S(=O)(=O)c1ccc(NC(=O)CN2CCN(c3ccccn3)CC2)cc1 | -10% | 0.5% | 10% | 5% | -4%
COCc1cc(=O)c2ccccc2o1 | -8% | i | 12% | x | 9%
O=C(NCCO)c1ccc2c3n(nc2c1)-c1ccc(Cl)cc1CO3 | -12% | 0.5% | 22% | 8% | 11%
CC(=O)Nc1nc2ccc(S(=O)(=O)N3CCCC3)cc2s1 | -1% | 0.6% | -9% | -1% | -11%
Cc1ccc(N2CC(C(=O)NCCC(C)C)CC2=O)cc1 (centres undefined) | 0% | 0.4% | -2% | -2% | -7%
C#CC1(O)CCC2C3CCC4=C(CCC(=O)C4)C3CCC21C (centres undefined) | -4% | 3.7% | x | x | x
Nc1nonc1-n1nnc(C(=O)N/N=C/c2ccc(Cl)cc2Cl)c1CN1CCOCC1 | 5% | i | 1% | 9% | -11%
O=C(O)CCNS(=O)(=O)c1cccc(Br)c1 | 3% | 0.8% | -6% | 6% | -12%
O=C(Nc1c2c(nn1-c1ccccc1)CS(=O)(=O)C2)C1CCCC1 | -10% | 0.1% | -13% | -3% | -8%
CSc1ccc(CN2CCCC(CO)(Cc3ccccc3)C2)cc1 (centres undefined) | -5% | i | 8% | 5% | 13%
C[C@H]1CN(S(=O)C(C)(C)C)[C@H](CCO)/C1=C\c1ccccc1 (some centres undefined) | 1% | i | x | x | x
CC(=O)NC12CC3CC(C1)CC(C(=O)OCC(=O)Nc1c(F)cccc1F)(C3)C2 | 8% | 1.6% | -5% | x | -1%
CC(=O)Nc1c(F)c(F)c(F)c(F)c1F | 1% | 0.1% | -4% | 8% | 3%

2 compounds drawn at random from those above:
SMILES | H1N1 NS1A inhibition | inhibitors of VEEV | M. tuberculosis HTS | PhoP GFP inhibition | tuberculosis growth | others
CC(=O)Nc1c(F)c(F)c(F)c(F)c1F | 1% | 0.1% | -4% | 8% | 3%
O=C(O)CCNS(=O)(=O)c1cccc(Br)c1 | 3% | 0.8% | -6% | 6% | -12%

Bioassay records from PubChem.
